Compound activity from PubChem BioAssay.
IL1B NFkB pot = enhances IL-1B driven NFkB nuclear translocation; activation, % at 2 µM; HUVEC IL-1B NFkB p65 nuclear translocation imaging; AID 819; 0.3% of 94,000 active;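 active means activation above 40%, about the mean plus 3 SD, also judged a hit on visual image review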;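 further: percent activation is computed from the nuclear over cytoplasmic p65 intensity ratio; values of inactives mirror those of a sister screen read the other way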
Bcl-B displacement = displacers of TR3 peptide from Bcl-B, primary screen, selectivity assay for Bfl-1 inhibitor project, biochemical, fluorescence polarization. FP displacement of FITC-TR3 peptide from Bcl-B; higher % means a stronger effect. displacement, % at 20 µM; hits with a dose series show IC50 in µM. 0.11% of 96,000 active;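 active means displacement above 50% at 20 µM plus a fluorescence interference ratio under 1.5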;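 further: plate controls were wells without compound for no effect and wells lacking Bcl-B protein for full effect; a part of the inactive calls stands beside numbers as strong as those of hits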
MRP resist rev = compounds reversing MRP-mediated drug resistance; differential viability (reversal), % at 10 µM; H69AR cells + 2 uM doxorubicin, CellTiter-Glo, 72 h; 0.04% of 85,000 active;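 active means viability drop by adding the cancer drug above about 55%, with treated viability meeting a 40% cutoff, limit read from the data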;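 further: viability without doxorubicin minus viability with 2 µM doxorubicin for each compound; larger differential means the compound sensitizes cells more to doxorubicin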
PLAP inhibition = PLAP enzyme inhibitors, biochemical, luminescence, HTS (AID 690). purified PLAP, luminescent substrate; higher % means a stronger effect. 0.08% of 96,000 active. inhibition, % at 20 µM, or IC50 in µM where a hit was titrated; in the data active means a potency from the dose series; inactive means the rest, 99 in 100 with inhibition below about 30%; further: strong numbers were not always called active
NFkB transloc inh = blocks IL-1B driven NFkB nuclear translocation in HUVEC cells. inhibition, % at 2 µM. HUVEC IL-1B NFkB p65 nuclear translocation imaging. 0.43% of 94,000 active. AID 796;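 active means inhibition above about 30% together with a positive call from visual inspection of the well image, limit read from the data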;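 further: nuclear over cytoplasmic p65 intensity ratio measured by imaging; 0% = IL-1B stimulated DMSO wells and 100% = unstimulated DMSO wells; values of inactives mirror those of a sister screen read the other way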
MRP resist rev cytotoxicity = also measured in MRP resist rev; calls as there; viability, %; H69AR cells, CellTiter-Glo, 72 h; measured here: cytotoxicity without doxorubicin
MRP resist rev with doxorubicin = recorded beside MRP resist rev, whose call it bears; viability, %; measured here: viability with 2 uM doxorubicin; stronger effect = lower value
NFkB transloc inh cell count 2 µM = further read-out of NFkB transloc inh, marked with its call; cell count; measured here: cells passing quality filter;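 raw number of nuclei counted in each imaged well without normalization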
IL1B NFkB pot cell count 2 µM = further read-out of IL1B NFkB pot, marked with its call; cell count; measured here: cells passing quality filter
The depositor's hits bear a star; nt = not tested or not shown. An excerpt. The share of hits here may be higher or lower than overall.

SMILES	IL1B NFkB pot	IL1B NFkB pot cell count 2 µM	Bcl-B displacement	MRP resist rev	MRP resist rev cytotoxicity	MRP resist rev with doxorubicin	PLAP inhibition	NFkB transloc inh	NFkB transloc inh cell count 2 µM
COc1ccc(NC(=O)Nc2ccc3c(c2)N(C)C(=O)CS3)cc1Cl	-3	100	-2%	nt	nt	nt	-1%	3	100
Cc1ccnc(NC2c3ccccc3C(=O)N2Cc2ccccc2Cl)c1 (stereo unspecified)	nt	nt	-1%	13	82	69	17%	nt	nt
CCN(CC)c1ccc(/C=N/NC(=O)OC)c(O)c1	11	155	-3%	nt	nt	nt	-91%	-11	155
O=C(c1ccco1)N1CCN(C(=O)c2snc3ccc(Cl)cc23)CC1	-6	188	14%	15	91	76	-11%	6	188
CCOC(=O)C1CCN(C(=O)c2ccc(OCC)c(OCC)c2)CC1	15	110	0%	9	82	73	-42%	-15	110
CCN1C(=O)c2ccccc2S(=O)(=O)c2ccc(C(=O)NCc3cccnc3)cc21	11	50	1%	6	98	92	-46%	-11	50
CCC(=O)Nc1cc(NC(=O)CSc2ncc(-c3ccc(F)cc3)n2Cc2ccco2)ccc1C	-4	151	-59%	-18	64	82	-74%	4	151
COc1ccc(CNC(=O)C2CCCN(S(=O)(=O)c3cc(C)ccc3OC)C2)cc1 (stereo unspecified)	-64	109	1%	4	94	90	11%	64*	109*
O=C(C(c1ccccc1)c1ccccc1)N1CCN(Cc2ccncc2)CC1	-4	160	-10%	5	92	87	-14%	4	160
Cc1nnc(SCC(=O)N2CCN(S(=O)(=O)c3ccccc3)CC2)n1Cc1ccccc1	20	108	3%	-9	72	81	-51%	-20	108
COc1ccc(NC(=O)C23CCC(C)(C(=O)O2)C3(C)C)cc1 (stereo unspecified)	-12	120	-2%	-2	89	91	15%	12	120
O=C(Nc1cnn(C23CC4CC(CC(C4)C2)C3)c1)c1cnn2c(C(F)(F)F)cc(-c3ccco3)nc12	10	165	43%	-2	90	92	-8%	-10	165
Cc1oc2cc(OCC(=O)O)ccc2c(=O)c1Oc1ccccc1	-12	146	1%	-1	98	99	-4%	12	146
CCN(CC)CCSc1nc(O)c(C(C)C)c(=O)[nH]1	22	65	-10%	6	102	96	21%	-22	65
Cc1cc2c(=O)n(NC(N)=O)c(C)nc2s1	19	209	-6%	2	102	101	8%	-19	209
Cn1c(SCC(=O)N2CCN(c3ccccc3)CC2)nnc1-c1ccccc1	-14	154	3%	13	100	87	8%	14	154
CC(=O)c1sc(NC(=O)CN2C(=O)CCC2=O)nc1C	3	168	nt	14	94	80	nt	-3	168
CCOC(=O)/C(C(N)=NCCCO)=C(/O)c1ccccc1	12	75	6%	3	101	98	-14%	-12	75
Cc1[nH]nc2c1C1(CCN(C(=O)c3ccccc3)CC1)C(C#N)=C(N)O2	24	140	-4%	nt	nt	nt	11%	-24	140
CCCCn1c(SCC(=O)Nc2ccc3c(c2)OCO3)nc2c1c(=O)n(C)c(=O)n2C	23	119	-2%	7	88	81	0%	-23	119
CN1C(=O)C(O)(C2COC(C)(C)CC2=O)c2ccccc21 (stereo unspecified)	11	92	7%	0	65	65	15%	-11	92
COc1cc(/C=N/NC(=O)c2ccoc2C)cc(OC)c1OC	-2	110	nt	nt	nt	nt	nt	2	110
CSc1cccc(NC(=O)/C=C/c2ccc(Cl)cc2)c1	1	216	0%	nt	nt	nt	21%	-1	216
COCCNC(=O)CSc1nc(-c2ccccc2)cs1	3	164	2%	10	107	97	3%	-3	164
CCOC(=O)c1cc(C)sc1NC(=O)c1ccc(Cl)s1	-11	146	10%	10	96	86	2%	11	146
CCCCc1nc2ccccc2c(=O)n1NC(=O)c1c(O)c2c(n(CC(C)C)c1=O)CCCC2	nt	nt	-103%	-27	10	37	-61%	nt	nt
Cn1c(NCc2ccco2)nc2c1c(=O)n(Cc1ccc(Br)cc1)c(=O)n2C	24	125	13%	-5	95	99	10%	-24	125
CC(C)c1nnc(N2C(=O)c3oc4ccccc4c(=O)c3C2c2ccco2)s1 (stereo unspecified)	27	142	nt	nt	nt	nt	nt	-27	142
NC(=O)C1CCN(C(=O)COc2cccc3ccccc23)CC1	4	178	7%	11	97	87	-37%	-4	178
COc1ccc(-n2c(Cn3nnc4ccccc43)nnc2SCC(=O)O)cc1	-8	196	11%	-8	95	103	-2%	8	196

Some entries already given, showing only MRP resist rev with doxorubicin, IL1B NFkB pot cell count 2 µM and IL1B NFkB pot.
SMILES | MRP resist rev with doxorubicin | IL1B NFkB pot cell count 2 µM | IL1B NFkB pot
CN1C(=O)C(O)(C2COC(C)(C)CC2=O)c2ccccc21 (stereo unspecified) | 65 | 92 | 11
COc1cc(/C=N/NC(=O)c2ccoc2C)cc(OC)c1OC | nt | 110 | -2
CSc1cccc(NC(=O)/C=C/c2ccc(Cl)cc2)c1 | nt | 216 | 1

Following part:
SMILES	IL1B NFkB pot	IL1B NFkB pot cell count 2 µM	Bcl-B displacement	MRP resist rev	MRP resist rev cytotoxicity	MRP resist rev with doxorubicin	PLAP inhibition	NFkB transloc inh	NFkB transloc inh cell count 2 µM
Cn1c(CO)cnc1SCc1c(Cl)cccc1Cl	0	168	4%	nt	nt	nt	6%	0	168
CC1(C(=O)NCc2ccccc2)Oc2ccccc2NC1=O (stereo unspecified)	26	176	1%	6	91	85	22%	-26	176
COC(=O)c1cc(Br)c(=O)n(-c2ccc(C(C)=O)cc2)c1	nt	nt	-2%	-6	95	100	5%	nt	nt
CCC(CC)C(=O)NCCc1cc2ccc(C)cc2[nH]c1=O	19	73	4%	8	91	83	-4%	-19	73
Cc1ccc(C)c(NC(=O)CSc2nnc(-c3ccccc3)o2)c1	7	65	4%	-16	71	87	-5%	-7	65
Cc1ccc(C(=S)NCS(=O)(=O)c2ccc(C)cc2)cc1	3	189	-10%	nt	nt	nt	18%	-3	189
COc1ccc(NC(=O)c2ccco2)c(NC(=O)Cc2cccs2)c1	12	123	0%	13	98	85	25%	-12	123
O=C(c1ccc(Br)cc1)c1cc(-c2ccccn2)c(N2CCOCC2)s1	2	105	-8%	nt	nt	nt	4%	-2	105
Cn1c(=O)c2c(ncn2CC(COCc2ccccc2Cl)OCc2ccccc2Cl)n(C)c1=O (stereo unspecified)	-2	147	-7%	-5	78	82	-53%	2	147
Cc1ccc(/C=N/n2nnnc2N)o1	5	63	13%	6	94	89	9%	-5	63
O=C(Nc1ccccc1-c1nc2ccccc2s1)c1cccnc1Cl	-3	184	-5%	nt	nt	nt	15%	3	184
CN1C(=O)N(c2ccccc2)C(Nc2nncs2)C1(C)C (stereo unspecified)	-2	141	0%	3	94	91	8%	2	141
COC(=O)c1cc2occc2n1CC(=O)Nc1ccc(OC)c(OC)c1OC	1	147	5%	nt	nt	nt	12%	-1	147
CCOc1ccc(NS(=O)(=O)c2ccc(NC(=S)NC(=O)CC(C)C)cc2)cc1	24	194	-3%	nt	nt	nt	-6%	-24	194
COc1nnc(-c2ccc(N3CCCCC3)c(NC(C)=O)c2)c2ccccc12	7	204	4%	10	79	69	-67%	-7	204
CC12CCC(=O)N1C(C(=O)Nc1cccc3ccccc13)CS2 (stereo unspecified)	nt	nt	13%	9	95	85	-14%	nt	nt
CCOC(=O)C1C(=O)CC(C)(O)C(C(=O)OCC)C1c1ccc(N(CC)CC)cc1 (stereo unspecified)	13	109	nt	7	72	66	nt	-13	109
COc1ccccc1-n1cnc2cc(NCc3cccs3)ccc21	-17	142	6%	-23	27	49	-37%	17	142
O=C(CSCC(=O)c1ccccc1)Nc1ccccc1Cl	4	117	-17%	nt	nt	nt	3%	-4	117
N#CC1=C(N)Oc2cc(O)ccc2C1c1ccccc1 (stereo unspecified)	nt	nt	4%	-37	64	102	-6%	nt	nt
CCOC(=O)c1c[nH]c2c(Cl)c(Cl)ccc2c1=O	4	183	4%	17	101	84	-3%	-4	183
N#Cc1nc(COc2ccc(-c3ccccc3)cc2)oc1NCc1cccnc1	17	111	-4%	-17	50	67	-38%	-17	111
COc1cc(CC(=O)Nc2nccs2)cc(OC)c1OC	nt	nt	6%	9	95	86	-19%	nt	nt
COC(=O)Nc1ccccc1C(=O)N1CCCCC1	17	154	2%	-7	106	113	-41%	-17	154
CC(C)OCP(=O)(c1ccccc1)c1ccccc1	7	174	10%	-10	99	109	10%	-7	174
CCOC(=O)N1CCN(C(=O)c2cnn(-c3ccccc3)c2NC(=O)c2ccccc2F)CC1	nt	nt	-6%	3	97	94	-27%	nt	nt
COc1ccc(OCCCC(=O)Nc2ccc3c(c2)OCCO3)cc1	6	199	-3%	-23	83	106	23%	-6	199
CCCOc1ccc(C(=O)NCCO)cc1	-8	150	-6%	2	101	99	27%	8	150
COc1ccc(/C=N/NC(=O)Cc2csc(Nc3cccc(C(F)(F)F)c3)n2)c(OC)c1	0	95	-15%	nt	nt	nt	-3%	0	95
Cc1nc(N)nc(-c2ccccc2O)n1	-4	179	2%	2	91	89	14%	4	179
Cc1nc(CS(=O)(=O)c2ccccc2)cc(N2CCOCC2)n1	2	173	17%	nt	nt	nt	2%	-2	173
O=C(c1ccccc1)N1CCN(C2CC3CCC2C3)CC1 (stereo unspecified)	2	121	4%	13	96	83	-42%	-2	121
COc1ccc(S(=O)(=O)NCCc2ccc(F)cc2)cc1	1	163	1%	3	101	99	48%	-1	163
CC(=O)Nc1ccc(S(=O)(=O)N2CCN=C2C)cc1	4	105	2%	-1	91	91	16%	-4	105
COc1ccccc1N1CCN(C(c2ccccc2)c2nnnn2CCc2ccccc2)CC1 (stereo unspecified)	12	132	nt	5	79	74	nt	-12	132
Cc1ccc(N(CC(=O)NCc2ccc(F)cc2)S(=O)(=O)c2cccs2)cc1	6	183	-23%	5	96	91	2%	-6	183
Cc1cc(NC(=O)COC(=O)C2CCCN2C(=O)c2cccs2)no1 (stereo unspecified)	6	187	-5%	16	99	84	-27%	-6	187
Fc1cccc(C2NC(=S)NC3=C2N2CCC3CC2)c1 (stereo unspecified)	3	139	0%	-9	91	101	0%	-3	139
O=C(NCc1ccc2c(c1)OCO2)c1cc2c(s1)CS(=O)(=O)C2	nt	nt	-12%	6	100	95	-14%	nt	nt
Cc1cc(NC(=O)c2ccc(Cn3nc(C)c(Br)c3C)o2)no1	5	183	-4%	11	85	74	11%	-5	183
O=S(=O)(c1ccccc1F)N1CCN(Cc2nc3ccccc3[nH]2)CC1	0	159	0%	nt	nt	nt	-38%	0	159
O=C(c1ccccc1)c1ccc(N2CCOCC2)c(F)c1	23	150	6%	16	87	71	21%	-23	150
Cc1ccc(-c2noc(CN3CCN(C(c4ccccc4)c4ccccc4)CC3)n2)cc1	2	150	3%	16	103	87	-22%	-2	150
CC(=O)Nc1ccc(S(=O)(=O)NCC2CCC(C(=O)N3CCCCCC3)CC2)cc1 (stereo unspecified)	34	42	-2%	8	86	78	-33%	-31	42
O=C(O)C1C2C=CC(O2)C1C(=O)NC1CCCc2ccccc21 (stereo unspecified)	-13	78	-2%	-8	100	108	7%	13	78
CN(Cc1cc2ccccc2[nH]c1=O)S(C)(=O)=O	-4	134	4%	5	101	96	3%	4	134
CC(=O)Nc1ccc(N2CCOCC2)c(C(=O)Nc2cccc(C)c2)c1	2	102	-6%	5	84	79	-18%	-2	102
O=C(CN1CCN(c2ccccn2)CC1)Nc1ccc2ccccc2c1	20	129	-6%	-8	82	90	-52%	-20	129
CC(C)CC(=O)Nc1ncnc2c1C(=O)CC(C)(C)C2	3	117	-6%	12	101	88	-1%	-3	117
O=C1N2CCSC2=NC1(Nc1ccccn1)C(F)(F)F (stereo unspecified)	22	130	-7%	-11	99	110	2%	-22	130
O=C1c2ccccc2C(=O)C12OC(c1ccccc1)C1(C(=O)c3ccccc3C1=O)C2c1cccc([N+](=O)[O-])c1 (stereo unspecified)	6	120	nt	9	99	90	nt	-6	120
